hcGAS lum – Primary biochemical luminescence assay for human cyclic GMP-AMP synthase inhibitors. recombinant h-cGAS, ATP depletion, Kinase-Glo luminescence. 290,000 tested, 0.081% active. Q8N884. inhibition, % at 12.5 µM;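 further: 0% = vehicle reaction and 100% = reaction without DNA for no activity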
Target sequence (Q8N884 whole entry, looked up): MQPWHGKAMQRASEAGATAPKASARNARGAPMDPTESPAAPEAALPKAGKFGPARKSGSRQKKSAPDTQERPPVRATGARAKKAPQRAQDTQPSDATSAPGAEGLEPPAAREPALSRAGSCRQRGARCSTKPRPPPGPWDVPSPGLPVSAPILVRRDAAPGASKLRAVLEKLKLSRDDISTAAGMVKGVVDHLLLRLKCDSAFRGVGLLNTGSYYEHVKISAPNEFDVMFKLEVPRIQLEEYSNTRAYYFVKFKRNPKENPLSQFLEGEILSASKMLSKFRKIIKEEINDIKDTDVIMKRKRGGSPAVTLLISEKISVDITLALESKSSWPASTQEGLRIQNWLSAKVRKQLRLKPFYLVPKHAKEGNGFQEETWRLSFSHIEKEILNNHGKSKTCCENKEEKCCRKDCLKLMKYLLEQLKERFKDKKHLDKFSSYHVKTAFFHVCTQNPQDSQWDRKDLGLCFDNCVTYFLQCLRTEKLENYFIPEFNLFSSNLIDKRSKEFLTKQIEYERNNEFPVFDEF
mcGAS inh – cyclic GMP-AMP synthase inhibitors, mouse, primary biochemical chemiluminescence; AID 1259399, 2018; inhibition, % at 12.5 µM; 160,000 tested, 0.15% active; recombinant cGAS, Kinase-Glo ATP depletion luminescence;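 further: 0% = negative control wells and 100% = reference inhibitor with no enzyme activity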
NPYLR7 ag – agonists of mosquito NPYLR7 receptor, primary screen, cell-based, Aedes aegypti, calcium fluorescence, mosquito biting behavior | 270,000 tested, 0.15% active | HEK293T NPYLR7/Galpha15, GCaMP6s calcium fluorescence | Aedes aegypti neuropeptide Y-like receptor 7 (NPYLR7) | activation, % at 10 µM; in the data active means activation above about 40%;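 further: 0% = vehicle and 100% = reference agonist at the receptor; some compounds past the cut are filed as inactive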
* marks the source's active call; other numbers are inactive results; · = no result given; & = joins results of further samples. Unless noted, no stated cut-off is given here; in the data, active means inhibition above about 40%; inactive means the rest. The order is random; 0.29% or so of the library scored in one or more.

SMILES | hcGAS lum | mcGAS inh | NPYLR7 ag
CCn1c(C2CCCN2CCn2cncn2)nc2ccccc21 (centres undefined) | 0 | · | 1
CCOc1cc([N+](=O)[O-])cc(/C=C2/SC(=S)N(CC(=O)O)C2=O)c1O | -21 | · | 43
O=C(NCCCCN1CCCC1)c1nc2ccccc2[nH]1 | -9 | · | 27
COc1ccc(C(=O)N2CCCC(CCC(=O)NCc3ccccc3Cl)C2)cc1OC (centres undefined) | -9 | · | 3
Cc1nn(-c2nc(C)c(C)c(=O)[nH]2)c(C)c1CCC(=O)N1CCCCC1C (centres undefined) | -7 | · | 1
CC1ON=C(c2ccccc2F)N(C)C1=O (centres undefined) | 7 | · | -2
COCC(=O)NCC1Cc2cc(C)cc(-c3cc(C(C)=O)ccc3F)c2O1 (centres undefined) | -6 | -8 | 14
COc1cn(CC(=O)N(C)c2ccccc2)c(CO)cc1=O | -12 | -7 | 1
Cc1ccc(-c2nc3cc(C)ccn3c2NC(=O)c2ccc(C(C)(C)C)cc2)cc1 | -9 | -9 | -4
CCCn1c(C2CC(=O)N(c3ccc(OCC)cc3)C2)nc2ccccc21 (centres undefined) | -9 | -10 | 4
CC(=O)Oc1c(-c2ccc(NC(=O)c3cccc(Cl)c3)cc2)c(-c2ccccc2F)nn1-c1ccc(C)cc1C | -2 | -4 | 16
COc1ccc2c(NCc3ccc4c(c3)OCO4)c(C#N)cnc2c1 | -5 | -1 | -2
CC1=C(C(=O)N2CCC(N3CCC(C(=O)NCC4CCCO4)CC3)CC2)OCCO1 (centres undefined) | -6 | · | 1
COc1cccc(CN2C(=O)C3(SCCN3C(=O)C3CCCC3)c3ccccc32)c1 (centres undefined) | -14 | -5 | 3
CCSc1nnc(CSc2nc(C)cc(C)n2)n1C | 1 | -2 | 4
CC(C)Cc1nc(CN(C)c2nc(-c3cccnc3)nc3c2CNC3)no1 | -6 | -9 | 6
CC(C)C(N=C1NS(=O)(=O)c2ccccc21)C(=O)NCCc1ccccc1F (centres undefined) | -7 | · | 4
O=C1C(C(c2ccc(Br)cc2)N2CCOCC2)Sc2nc(-c3ccco3)nn21 (centres undefined) | -4 | -4 | 2
CC(C)NC(=O)c1cc2nc(-c3cccs3)cc(C(F)(F)F)n2n1 | -3 | -5 | -9
N=c1sccn1CC(=O)O | 4 | · | 2
COC(=O)COc1cc(C(=O)NC(C)c2cnn(C)c2C)ccc1OC (centres undefined) | -14 | · | -6
Cc1onc(-c2ccccc2Cl)c1C(=O)NC1CC1 | -3 | · | 1
O=C(NCC(c1ccco1)N1CCc2ccccc21)c1ccc([N+](=O)[O-])cc1Cl (centres undefined) | -1 | · | 5
CC(C)(C)c1cc2nc(-c3ccccc3)cc(C(=O)NCc3ccc4c(c3)OCO4)n2n1 | -11 | -9 | 13
O=C(NC1CC1)C1CCCN(C(=O)c2ccc(-c3ccc(F)cc3)o2)C1 (centres undefined) | -7 | · | 2
Cc1nn(C)c(N)c1C(O)(c1nccn1C)C(F)(F)F (centres undefined) | -6 | -4 | 4
Cc1ncsc1CCC(=O)NCc1nncn1C1CCCCC1 | -3 | -13 | 33
Cc1cc(C)c(-c2nccn2CCc2ccccn2)c(-n2cccn2)c1 | -10 | · | 22
CC(Oc1ccccc1)C(=O)Nc1ccc(N2CCOCC2)cc1 (centres undefined) | -4 | · | -3
CO[C@H]1CN(C(=O)c2ccc(-c3nnn(C)n3)cc2)CC[C@H]1N | -6 | · | 1
O=C(c1cccc(C(F)(F)F)c1)N1CCCC(N2CCN(CCOc3ccccc3)CC2)C1 (centres undefined) | -4 | -3 | 21
Cc1nn(C(C)(C)C)c(OC(=O)c2ccccc2)c1S(=O)(=O)c1ccccc1 | -6 | -7 | 0
BrC1CC2OC2CC1Br (centres undefined) | -5 | · | -4
COc1cccc(NC(=O)C2(C)CCN2C(=O)CC(c2ccccc2)c2ccccc2)c1 (centres undefined) | -10 | -5 | 8
COc1ccc(N2CCN(C(=O)C3CC=CCC3C(=O)N3CCC[C@H]3C(=O)OCc3ccccc3)CC2)cc1 (some centres undefined) | -10 | · | -9
O=[N+]([O-])c1ccc2[nH]c(O)c(N=NC(=S)NCC3CCCO3)c2c1 (centres undefined) | 2 | -5 | 3
COCCN(Cc1ccc(OS(=O)(=O)c2ccc(F)cc2)cc1)C(=O)Nc1ccc(F)cc1F | -3 | -5 | 15
O=C1C(Cc2ccccc2)NC2(CCNCC2)N1Cc1ccc(F)cc1 (centres undefined) | -4 | · | 22
O=C(CCn1ccc(=O)[nH]c1=O)NC1CCCN(CCc2ccccc2)C1 (centres undefined) | 2 | 0 | 5
Cc1cc(N2C(=O)c3oc4ccccc4c(=O)c3C2c2cccnc2)no1 (centres undefined) | -6 | · | 7
CCCN(CC#Cc1ccccc1)C(=O)c1c(Cl)cnn1CC | -7 | · | 1
CCN=Cc1cc(Br)cc(Br)c1OC(=O)c1ccccc1C(=O)O | -3 | · | -1
CCc1nnc2n1N(C(C)=O)C(c1ccc(C)cc1)=C(C(C)=O)S2 | -11 | · | 2
COc1ccc(OC)c(C(=O)N2CCN(Cc3ncccc3C)CC2)c1 | 2 | · | -3
CNC(=O)C(C#N)C(=O)c1cc(C)c(OC(F)F)c(C)c1 (centres undefined) | -14 | · | -2
CCCc1nc(N2CCN(C(=O)c3cccc(F)c3)CC2)c2cnn(-c3ccccc3)c2n1 | -12 | -10 | ·
COc1cc(-c2ccc3c(c2)COC2(CCN(C(=O)c4c(C)cc(C)cc4C)CC2)O3)cc(OC)c1OC | -5 | -2 | 1
COc1ccc(C(=O)N(Cc2c(-c3ccccc3)noc2N2CCCC2)CC2CCCO2)cc1 (centres undefined) | 1 | -5 | 2
Cc1cc(=O)n2c(n1)SCC2CC(=O)NCCCOC(C)C (centres undefined) | -3 | · | -1
O=C(NC(=S)NCc1ccccc1)C1CCCCC1 | -5 | · | 1

(listing goes on)
SMILES | hcGAS lum | mcGAS inh | NPYLR7 ag
Cc1ccc(Cl)cc1NC(=O)CN1C(=O)c2ccccc2C1=O | -8 | -6 | -6
COc1cc2c(cc1OC)C1Cc3ccc(OC)c(OC)c3CN1CC2 (centres undefined) | -2 | -4 | -9
CCCn1c(SCC(=O)N(CCC#N)CCC#N)nc2ccccc2c1=O | 6 | · | -2
CC(C)C(=O)Nc1ccc(N(C)C)c(CN(CC2CC2)C(=O)c2ccccc2Cl)c1 | 0 | 0 | -9
CCOC(=O)c1cc(-c2ccc(N3CCN(C(=O)CCC(=O)OC)CC3)cc2)n(-c2ccccn2)n1 | -4 | -4 | 7
Cc1cccc2nc(C(=O)NCC3CN(S(C)(=O)=O)CCO3)cn12 (centres undefined) | -7 | -13 | ·
CC(C)(C)C1c2[nH]c3ccccc3c2CCN1Cc1cccn1-c1ncccn1 (centres undefined) | -10&-3 | -6 | 4&-11
C=CCn1c(SCC(C#N)CCC#N)nnc1-c1ccc(Br)cc1 (centres undefined) | 1 | · | 0
Brc1cccc2sc(N3CCc4ccccc4C3)nc12 | -5 | -7 | -1
CCn1nc(C)c(C(=O)N2C[C@@H]3C4CCC(CC4)[C@@H]3C2)c1C | -8 | · | 2
O=C(CCC(=O)NN=Cc1ccco1)NN=Cc1ccco1 | -7 | · | 8
Cc1cc(NC(=O)C(=O)N2CCOC3CCCCC32)no1 (centres undefined) | -4 | · | 6
O=C(CSCc1ccccc1Cl)N1C[C@H]2CC=CC[C@H]2C1 | 1 | -4 | 3
COC(=O)C1=C(C)N(C)C(C)=C(C(=O)OC)C1c1ccc(C)cc1 | -3 | -7 | -1
CCc1nc2ccc(C(=O)Nc3cccc(OC)c3)cn2c1N(C)Cc1nccn1C | -4 | -5 | -5
COC(=O)C1CC2(CCN(CC(=O)N3CCN(c4ccccc4)CC3)CC2)c2ccccc21 (centres undefined) | 6 | · | 2
Cc1noc(-c2ccncc2)c1C(=O)NCCC#N | -5 | -6 | -3
COc1ccc2c(c1)c(C(=O)NC1CCCN(C3Cc4ccccc4C3)C1)c(C)n2C (centres undefined) | 5 | -2 | 0
CC(C)C(NC(=O)C12CC3CC(CC(C3)C1)C2)C(=O)NNC(=O)c1ccco1 (centres undefined) | -3 | -8 | 9
CC(C)CN1CC(C(=O)NC2CCC(n3cnnc3)CC2)CC1=O (centres undefined) | -2 | -20 | 1

The final six records of the section before open the next one.
SMILES | hcGAS lum | mcGAS inh | NPYLR7 ag
CCc1nc2ccc(C(=O)Nc3cccc(OC)c3)cn2c1N(C)Cc1nccn1C | -4 | -5 | -5
COC(=O)C1CC2(CCN(CC(=O)N3CCN(c4ccccc4)CC3)CC2)c2ccccc21 (centres undefined) | 6 | · | 2
Cc1noc(-c2ccncc2)c1C(=O)NCCC#N | -5 | -6 | -3
COc1ccc2c(c1)c(C(=O)NC1CCCN(C3Cc4ccccc4C3)C1)c(C)n2C (centres undefined) | 5 | -2 | 0
CC(C)C(NC(=O)C12CC3CC(CC(C3)C1)C2)C(=O)NNC(=O)c1ccco1 (centres undefined) | -3 | -8 | 9
CC(C)CN1CC(C(=O)NC2CCC(n3cnnc3)CC2)CC1=O (centres undefined) | -2 | -20 | 1
COCCn1c(Cn2nc(C3CC3)cc2C)nnc1C1CC(N)C1 (centres undefined) | -9 | -5 | ·
COC(=O)CCCCC(=O)NCc1cccc(-c2ncc(-c3ccc(F)cc3)[nH]2)c1 | -3 | -6 | -5
CCc1ccc(C(C)NS(=O)(=O)CC2CCCCC2)cc1 (centres undefined) | -3 | · | -4
CCN(CCn1c(=O)oc2ccccc21)CC1CCOCC1 | 2 | · | -4
CCC(O)c1nc2ccccc2n1CCOc1cccc(C)c1C (centres undefined) | -6 | · | 2
O=C(CCN1CCN(CC2CCOC2)CC1)Nc1ccc(Br)cc1F (centres undefined) | -8 | · | 12
Cc1cccc(CC(=O)NC2CC(=O)N(CCc3ccccc3)C2)c1 (centres undefined) | -1 | · | 2
CC(=O)C1=C(c2ccccc2)N(C(C)=O)n2c(nnc2-c2ccc(C)cc2)S1 | -11 | · | 2
COc1cc(C(=O)NCCc2csc3nc(-c4cccc(C)c4)nn23)cc(OC)c1OC | -2 | -7 | 1
CC(C)CNC(=O)[C@@]1(OCc2ccc(F)cc2)CC(OCc2ccc(C(F)(F)F)cc2)[C@@H]2OC(C)(C)O[C@@H]2C1 (some centres undefined) | -12 | -7 | 17
COC(=O)c1ccc(Cn2c(C)c(C(=O)NCc3ccc(Cl)c(Cl)c3)sc2=O)o1 | -2 | · | 9
Cc1cc(NC(=O)CN2CCN(c3ccccc3F)CC2)no1 | -7 | · | 11
CCOc1ccc(CN(CCc2c[nH]c3ccccc23)Cc2nc(C(=O)NCC3CC3)co2)cc1 | -8 | 2 | 20
COc1ccc(C2c3cccn3CCCN2Cc2ccncc2)cc1 (centres undefined) | -7 | -6 | 19
CCc1nc(CN2CCN(C)C(C(=O)O)C2)c(C)[nH]1 (centres undefined) | -8 | · | 5
CCC1CN(C(=O)c2cnc3ccccc3c2)CCC(=O)N1Cc1ccccc1 (centres undefined) | -5 | -15 | 5
CC(=O)NCCn1cnc(-c2ccccc2)c1-c1coc(-c2ccccc2)n1 | -2 | · | 6
CCCc1nnc2sc(Cc3cc4c(cc3Cl)OCCO4)nn12 | -7 | · | 1
O=c1cc(CSc2ccc(F)cc2F)nc2ccc(Br)cn12 | -6 | -5 | 3
CCSc1ncc(-c2nccn2Cc2ccc3c(c2)OCO3)cn1 | -8 | -11 | 14
CCn1c(CCCCc2n[nH]c(=S)n2CC)n[nH]c1=S | -1 | · | 2
Cc1c(C)n2c3c(=O)[nH]c(=O)n(C)c3nc2n1CCc1ccccc1 | 2 | · | -15
CCCc1[nH]n(-c2cccc(Cl)c2)c(=O)c1C1=C([n+]2cccc(C)c2)C(=O)N(CCC)C1=O | -8 | -12 | 4
Cc1ccc2c(c1)NC(c1cccnc1)C1C(=O)CC(c3ccccc3)CC1=N2 (centres undefined) | -2 | -3 | -6
O=C(NC1CCCCC1)c1coc(CN2CCN(CC(O)CN3CCOCC3)CC2)n1 (centres undefined) | -6 | · | 7
O=C(CCc1cc(=O)[nH]o1)N1CCCC(Nc2cccc(F)c2)C1 (centres undefined) | -4 | · | 4
O=C(NC1CCC(O)CC1)c1cccc(OC2CCN(Cc3ccncc3)CC2)c1 (centres undefined) | -4 | · | 6
COc1ccc(CN(C(=O)NC(C)(C)C)C2CC2)cc1OS(C)(=O)=O | -4 | -6 | 22
FC(F)(F)c1ccccc1CN1CCCC(Nc2ccc3c(c2)OCO3)C1 (centres undefined) | -6 | · | 10
CN=C(NC)NCc1ccc(OC)cc1 | 0 | · | -15

Another view of some results above:
O=C(NC1CCC(O)CC1)c1cccc(OC2CCN(Cc3ccncc3)CC2)c1 (centres undefined)
  hcGAS lum = -4 | mcGAS inh = · | NPYLR7 ag = 6
COc1ccc(CN(C(=O)NC(C)(C)C)C2CC2)cc1OS(C)(=O)=O
  hcGAS lum = -4 | mcGAS inh = -6 | NPYLR7 ag = 22
FC(F)(F)c1ccccc1CN1CCCC(Nc2ccc3c(c2)OCO3)C1 (centres undefined)
  hcGAS lum = -6 | mcGAS inh = · | NPYLR7 ag = 10
CN=C(NC)NCc1ccc(OC)cc1
  hcGAS lum = 0 | mcGAS inh = · | NPYLR7 ag = -15

Other entries follow:
SMILES | hcGAS lum | mcGAS inh | NPYLR7 ag
Cc1cnc(C(=O)Nc2sc3c(c2C(=O)NCC2CCCO2)CCCC3)cn1 (centres undefined) | -7 | · | 6
Cc1cccc(-n2nc(-c3cccn3C)cc2C(=O)NCCc2ccc(Cl)cc2Cl)c1 | -11 | -4 | -1
O=C(c1cc(-c2cccs2)nn1-c1ccc(Cl)cc1)N1CCN(c2ccccc2F)CC1 | -8 | -4 | ·
CCOc1ccc(C2c3[nH]c4ccccc4c3CCN2C(=O)c2cccs2)cc1 (centres undefined) | -6 | -10 | 5
Cc1ccc(C2(O)CCN(C(=O)c3cccnc3N3CCOCC3)CC2)nc1 | -6 | -17 | 0
